# High-throughput results deposited in PubChem by Broad Institute.
# Mtb BioA inh: inhibitors of Mycobacterium tuberculosis BioA enzyme; purified M. tuberculosis BioA enzyme, plate reader; inhibition, % at 9.99 µM; actives 0.096% (n = 360,000); AID 602481; in the data active means inhibition above about 40%
# Numbers without * were called inactive. These rows are one share of the data; the hit share may differ from the screen's.
mol	Mtb BioA inh
COCC(=O)N1[C@H](C(=O)Nc2ccccc2)[C@@H](CO)[C@@H]2Cn3c(ccc(-c4ccc(F)cc4)c3=O)[C@@H]21	0.5
O=C(Nc1ccc2c(c1)OCO2)N[C@H]1CC[C@H](CCNC(=O)C2CCOCC2)O[C@@H]1CO	-0.6
COC(=O)C[C@@H]1CC[C@H](NS(=O)(=O)c2ccc(OC)cc2)[C@@H](CO)O1	0.4
C[C@@H]1CN([C@@H](C)CO)C(=O)c2cccc(NC(=O)c3ccc(-c4nccs4)cc3)c2O[C@@H]1CN(C)Cc1ccc(Cl)c(Cl)c1	-4.4
CNC[C@H]1Oc2cc(-c3ccccc3F)ccc2S(=O)(=O)N([C@H](C)CO)C[C@@H]1C	-4.8
C[C@H]1CN([C@@H](C)CO)C(=O)c2cccc(NC(=O)c3ccncc3)c2O[C@H]1CN(C)S(=O)(=O)c1ccc(F)cc1	0.2
CNC[C@H]1Oc2cc(-c3cncnc3)ccc2S(=O)(=O)N([C@H](C)CO)C[C@@H]1C	-1.9
COc1ccccc1NC(=O)N(C)C[C@@H]1Oc2ncc(C#CC(C)C)cc2C(=O)N([C@@H](C)CO)C[C@H]1C	-0.9
O=C(C[C@@H]1C[C@H]2c3cc(NC(=O)NC4CCCCC4)ccc3O[C@H]2[C@@H](CO)O1)NCc1ccccc1	0.5
CN(C)C(=O)C[C@@H]1CC[C@@H]2[C@H](COC[C@H](O)CN2S(=O)(=O)c2ccccc2Cl)O1	-0.4
C[C@@H]1CN([C@H](C)CO)C(=O)Cc2cc(NC(=O)Nc3ccccc3)ccc2O[C@H]1CN(C)CC1CCCCC1	1.6
C[C@H](CO)N1C[C@H](C)[C@@H](CN(C)Cc2ccncc2)Oc2ccc(NC(=O)Nc3ccccc3)cc2C1=O	2.1
COc1cccc(C#Cc2ccc([C@@H]3[C@H](C#N)N[C@H]3CO)cc2)c1	-2.4
C[C@@H](NC(=O)C[C@H]1CC[C@H]2[C@H](COc3ccc(NC(=O)C4CCOCC4)cc3C(=O)N2C)O1)c1ccccc1	-0.8
COCC(=O)N1[C@H](C(=O)N2CCN(C)CC2)[C@@H](CO)[C@@H]2Cn3c(ccc(C4=CCCCC4)c3=O)[C@@H]21	-1.9
CO[C@H]1CN(C)C(=O)c2ccc(NC(C)=O)cc2OC[C@H](C)N(C(=O)CN2CCOCC2)C[C@@H]1C	-1.2
C[C@@H]1CN([C@H](C)CO)C(=O)c2cccc(NC(=O)C3CCOCC3)c2O[C@@H]1CN(C)Cc1ccccc1	0.6
C[C@@H]1CN([C@H](C)CO)C(=O)c2cc(NC(=O)Nc3ccc(C(F)(F)F)cc3)ccc2O[C@H]1CN(C)C(=O)Nc1ccc2c(c1)OCO2	0.1
CCCNC(=O)C[C@H]1CC[C@@H]2[C@H](COC[C@@H](O)CN2Cc2ccncc2)O1	-1.1
O=C(c1cccc(F)c1)N1CC[C@@H]2[C@H](CO)Nc3ccc(-c4cccc(F)c4)cc3[C@@H]21	41*
O=C(Nc1ccccc1)N1C[C@@H]2[C@H](c3ccccc31)[C@H](CO)N2Cc1ccccc1Cl	-5.7
COCC(=O)N1C[C@@H](C)[C@H](OC)CN(C)C(=O)c2ccc(NC(=O)c3ccc(OC)cc3)cc2OC[C@@H]1C	-1.6
O=C(C[C@H]1C[C@H]2c3cc(NC(=O)Nc4ccccc4F)ccc3O[C@H]2[C@H](CO)O1)NCCc1ccccc1	-1.0
CNC[C@@H]1Oc2cc(-c3ccncc3)ccc2S(=O)(=O)N([C@@H](C)CO)C[C@H]1C	0.2
CN(C)CC(=O)N[C@H]1CC[C@H](CCNC(=O)C2CCC2)O[C@@H]1CO	4.8

# Random excerpt: 7 entries already listed.
mol	Mtb BioA inh
CNC[C@H]1Oc2cc(-c3cncnc3)ccc2S(=O)(=O)N([C@H](C)CO)C[C@@H]1C	-1.9
COc1ccccc1NC(=O)N(C)C[C@@H]1Oc2ncc(C#CC(C)C)cc2C(=O)N([C@@H](C)CO)C[C@H]1C	-0.9
COC(=O)C[C@@H]1CC[C@H](NS(=O)(=O)c2ccc(OC)cc2)[C@@H](CO)O1	0.4
C[C@@H](NC(=O)C[C@H]1CC[C@H]2[C@H](COc3ccc(NC(=O)C4CCOCC4)cc3C(=O)N2C)O1)c1ccccc1	-0.8
COCC(=O)N1[C@H](C(=O)Nc2ccccc2)[C@@H](CO)[C@@H]2Cn3c(ccc(-c4ccc(F)cc4)c3=O)[C@@H]21	0.5
O=C(C[C@@H]1C[C@H]2c3cc(NC(=O)NC4CCCCC4)ccc3O[C@H]2[C@@H](CO)O1)NCc1ccccc1	0.5
CNC[C@@H]1Oc2cc(-c3ccncc3)ccc2S(=O)(=O)N([C@@H](C)CO)C[C@H]1C	0.2

# Further records.
mol	Mtb BioA inh
C[C@@H]1CN([C@@H](C)CO)S(=O)(=O)c2ccc(C#CCN(C)C)cc2O[C@H]1CN(C)S(=O)(=O)c1cccc(F)c1	-1.5
Cc1noc(C)c1NC(=O)N(C)C[C@@H]1OCCCC[C@@H](C)Oc2ccc(NS(=O)(=O)c3c(C)noc3C)cc2C(=O)N([C@@H](C)CO)C[C@H]1C	-0.7
CCCC#Cc1ccc([C@H]2[C@@H](C#N)N(S(=O)(=O)c3cccc(F)c3)[C@@H]2CO)cc1	-1.6
CO[C@H]1CN(C)C(=O)c2ccc(NS(=O)(=O)c3ccccc3)cc2OC[C@H](C)N(Cc2cccnc2)C[C@@H]1C	-1.3
COc1ccccc1C#Cc1ccc([C@@H]2[C@@H](CO)N3CCCCN(C(=O)C4CC4)C[C@H]23)cc1	-3.2
COCC(=O)N1C[C@H]2[C@@H](c3ccccc31)[C@@H](CO)N2C(=O)NC(C)C	-2.6
C[C@@H]1CN([C@@H](C)CO)S(=O)(=O)c2ccc(C#CC3CC3)cc2O[C@H]1CN(C)C(=O)c1cnccn1	1.3
CCC(=O)N1C[C@H](O)COC[C@@H]2O[C@H](CC(=O)NCc3cc(F)cc(F)c3)CC[C@H]21	-3.5
C[C@@H]1CCCCO[C@@H](CN(C)C(=O)c2ccccc2)[C@@H](C)CN([C@@H](C)CO)C(=O)c2cc(NS(C)(=O)=O)ccc2O1	2.0
COc1ccc(NC(=O)N(C)C[C@@H]2Oc3ccc(NC(=O)Nc4ccc5c(c4)OCO5)cc3C(=O)N([C@H](C)CO)C[C@H]2C)cc1	1.3
COc1ccc(C#Cc2ccc3c(c2)[C@]2(C(=O)N3)[C@H](C(=O)N3CCc4cc(OC)c(OC)cc4C3)[C@H]3C(=O)O[C@H](c4ccccc4)[C@H](c4ccccc4)N3[C@@H]2c2ccc(OCCO)cc2)cc1	-5.0
C[C@H]1CN([C@@H](C)CO)C(=O)c2cccc(NS(=O)(=O)c3cccs3)c2O[C@H]1CN(C)Cc1ccc(Oc2ccccc2)cc1	-2.6
COc1ccc(CN(C)C[C@@H]2Oc3ccc(NC(=O)Nc4cccc5ccccc45)cc3C(=O)N([C@@H](C)CO)C[C@@H]2C)cc1	2.8
CCCN1C[C@H](C)[C@@H](OC)CN(C)C(=O)c2ccc(NS(C)(=O)=O)cc2OC[C@H]1C	-1.8
COc1ccc(NC(=O)N(C)C[C@H]2Oc3ccc(NC(=O)CCC(F)(F)F)cc3C(=O)N([C@@H](C)CO)C[C@H]2C)cc1	-1.3
C[C@@H]1CN([C@H](C)CO)C(=O)c2cc(C#CC3(O)CCCC3)cnc2O[C@@H]1CN(C)S(=O)(=O)c1cccc(F)c1	-1.2
C[C@@H]1CN([C@@H](C)CO)C(=O)c2cc(-c3ccncc3)cnc2O[C@H]1CN(C)C	-0.3
O=C(Nc1ccc(Cl)c(Cl)c1)N[C@@H]1CC[C@@H](CCn2cc(C3CC3)nn2)O[C@H]1CO	2.5
C[C@@H]1CN([C@H](C)CO)C(=O)c2cccc(NS(=O)(=O)c3ccccc3)c2O[C@H]1CN(C)C(=O)NC1CCCCC1	-0.8
O=C(CC1CC1)Nc1ccc2c(c1)[C@H]1C[C@H](CC(=O)NC3CCCC3)O[C@@H](CO)[C@H]1O2	-0.3
CNC[C@H]1Oc2ccc(NS(=O)(=O)c3cn(C)cn3)cc2CC(=O)N([C@H](C)CO)C[C@H]1C	-0.2
CCCc1cn(CC[C@H]2CC[C@H](NS(=O)(=O)c3ccccc3Cl)[C@H](CO)O2)nn1	-1.7
CC(C)C(=O)Nc1ccc2c(c1)C(=O)N(C)[C@@H]1CC[C@@H](CC(=O)NCc3ccccc3F)O[C@@H]1CO2	8.6
CN(C)CCCNC(=O)C[C@@H]1CC[C@@H]2[C@@H](COc3ccc(NC(=O)c4cccc(F)c4)cc3C(=O)N2C)O1	3.9
C[C@@H]1CN([C@H](C)CO)S(=O)(=O)c2ccc(-c3ccccc3F)cc2O[C@@H]1CN(C)C(=O)C1CC1	-0.1
CN(C)C(=O)c1ccc(-c2ccc([C@H]3[C@@H](C#N)N(S(C)(=O)=O)[C@@H]3CO)cc2)cc1	-0.8
CO[C@H]1CN(C)C(=O)c2ccc(NC(=O)Nc3cccc(F)c3)cc2OC[C@H](C)N(C(=O)Nc2c(C)noc2C)C[C@H]1C	0.5
CO[C@H]1CN(C)C(=O)c2cc(NC(C)=O)ccc2OC[C@@H](C)N(Cc2cccnc2)C[C@@H]1C	-1.6
Cc1ccccc1-c1ccc2c(c1)O[C@@H](CN(C)C(=O)c1ccccn1)[C@@H](C)CN([C@@H](C)CO)S2(=O)=O	-1.2
CCS(=O)(=O)Nc1ccc2c(c1)C(=O)N(C)[C@@H]1CC[C@H](CC(=O)NCc3ccccc3F)O[C@H]1CO2	-0.7
CCC(=O)Nc1ccc2c(c1)OC[C@H](C)NC[C@H](C)[C@H](OC)CN(C)C2=O	-2.7
CO[C@@H]1CN(C)C(=O)c2ccc(NC(C)=O)cc2OC[C@H](C)N(CC2CC2)C[C@H]1C	-0.9
C[C@H]1CN([C@@H](C)CO)C(=O)c2cc(NC(=O)CCCCCC(=O)Nc3ccccc3N)ccc2O[C@@H]1CN(C)Cc1ccncc1	-2.4
C[C@@H]1CN([C@H](C)CO)C(=O)c2cc(-c3cccnc3)cnc2O[C@@H]1CN(C)S(C)(=O)=O	-2.1
CO[C@@H]1CN(C)C(=O)c2ccc(NC(=O)Nc3c(C)noc3C)cc2OC[C@@H](C)N(C)C[C@@H]1C	0.4
COC(=O)C[C@H]1CC[C@@H]2[C@@H](COc3ccc(NC(=O)C4CCOCC4)cc3C(=O)N2C)O1	-1.5
Cc1noc(C)c1NC(=O)N(C)C[C@@H]1Oc2ccc(NC(=O)Nc3ccc4c(c3)OCO4)cc2C(=O)N([C@H](C)CO)C[C@@H]1C	-0.4
O=C(Nc1ccccc1Cl)N1C[C@@H]2[C@H](c3ccccc31)[C@H](CO)N2C(=O)c1cccnc1	4.1
CC(=O)N(C)C[C@@H]1Oc2cc(C#Cc3ccncc3)ccc2S(=O)(=O)N([C@H](C)CO)C[C@H]1C	-4.9
C[C@@H]1CN([C@@H](C)CO)C(=O)Cc2cc(NC(=O)CCC(F)(F)F)ccc2O[C@H]1CN(C)S(=O)(=O)c1cccs1	-0.2
N#C[C@@H]1[C@H](c2ccc(C#CC3CC3)cc2)[C@@H](CO)N1S(=O)(=O)c1ccccc1	-1.1
C[C@H](CO)N1C[C@H](C)[C@@H](CN(C)Cc2ccc(Cl)c(Cl)c2)OCCCC[C@H](C)Oc2ccc(NC(=O)NC3CCCCC3)cc2C1=O	-1.7
COCC(=O)N(C)C[C@@H]1Oc2ncc(C#CCC3CCCC3)cc2C(=O)N([C@H](C)CO)C[C@@H]1C	-1.7
O=C(Nc1cccc(F)c1)N[C@@H]1CC[C@H](CCn2cc(Cc3ccccc3)nn2)O[C@H]1CO	13
C[C@@H]1CN([C@@H](C)CO)C(=O)c2cc(NS(C)(=O)=O)ccc2O[C@@H](C)CCCCO[C@@H]1CN(C)C(=O)NC1CCCCC1	3.1
COC(=O)C[C@H]1CC[C@H]2[C@H](COc3ccc(NC(=O)c4ccccc4OC)cc3C(=O)N2C)O1	-1.6
C[C@@H]1CCCCO[C@H](CN(C)Cc2ccc(C(=O)O)cc2)[C@H](C)CN([C@H](C)CO)C(=O)c2cc(NC(=O)Nc3cccc4ccccc34)ccc2O1	1.1
C[C@H](CO)N1C[C@H](C)[C@H](CN(C)C(=O)C2CC2)Oc2cc(-c3cncnc3)ccc2S1(=O)=O	-4.7
C[C@@H]1CCCCO[C@@H](CN(C)Cc2ccc3c(c2)OCO3)[C@@H](C)CN([C@H](C)CO)C(=O)c2cc(NC(=O)Nc3ccc(C(F)(F)F)cc3)ccc2O1	-1.9
Cc1noc(C)c1NC(=O)Nc1ccc2c(c1)C(=O)N([C@@H](C)CO)C[C@@H](C)[C@@H](CN(C)S(=O)(=O)c1cccs1)OCCCC[C@@H](C)O2	2.2

# (continued)
mol	Mtb BioA inh
O=C(C[C@H]1C[C@H]2c3cc(NC(=O)CC4CC4)ccc3O[C@H]2[C@@H](CO)O1)NCC1CC1	-0.3
COCC(=O)Nc1ccc2c(c1)[C@@H]1C[C@H](CC(=O)NCc3ccc(Cl)cc3)O[C@@H](CO)[C@@H]1O2	0.8
C[C@@H]1CN([C@H](C)CO)C(=O)c2cc(NC(=O)CCC(F)(F)F)ccc2O[C@H]1CN(C)C(=O)Nc1ccc2c(c1)OCO2	0.2
C[C@H](CO)N1C[C@H](C)[C@H](CN(C)S(=O)(=O)c2cn(C)cn2)Oc2c(NC(=O)c3nc4ccccc4s3)cccc2C1=O	-0.6
COc1ccc(S(=O)(=O)Nc2ccc3c(c2)C(=O)N([C@@H](C)CO)C[C@@H](C)[C@@H](CN(C)S(=O)(=O)c2ccc(Cl)cc2)OCCCC[C@@H](C)O3)cc1	-1.7
O=C(C[C@H]1CC[C@H](NC(=O)Nc2ccccc2)[C@H](CO)O1)NCc1cccc(F)c1	-0.3
C[C@@H](NC(=O)C[C@@H]1CC[C@@H](NC(=O)c2cccnc2)[C@@H](CO)O1)c1ccccc1	-0.7
